Vif-A3F inh: blocks the Vif interaction with APOBEC3F; HeLa A3F-eYFP + Vif (tagged APOBEC3F with the HIV-1 protein that degrades it), YFP fluorescence increase; Potency, µM (series often up to 46.1 µM), for inactives: at the top dose activity, negative = active; hit rate 0.2% among 390,000; also: potency is read from the fitted curve at half-maximal effect; % of control where 0% means no effect; nearly all actives have a fitted effect of over 65% in size
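Fluorescence increase (Ex 488/Em 500-530) after overnight compound treatment at 37 deg C flags inhibition of Vif-driven A3F-eYFP loss in stable HeLa A3F-eYFP/Vif cells seeded overnight beforehand.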
GRP78 ERSR act: ER stress response induction in glioma. Potency, µM, for the others: at the top dose activation, most hits filed as activators. hit rate 0.02% among 420,000. U87-MG GRP78 promoter luciferase reporter, 16 h; also: potency is read from the fitted curve at half-maximal effect; series mostly up to about 76 µM; % of control where 0% means no effect; nearly all actives have a fitted effect of over 35% in size
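ERSR induction read as luciferase luminescence (Bright-Glo, 10 min at room temperature) in stably transfected human U87-MG glioma cells exposed to compounds for 16 h, using GRP78 as sensor.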
D2 PAM: positively modulates the human D2 dopamine receptor allosterically. P14416. hit rate 0.34% among 340,000. HEK293 T-REx D2, calcium flux, EC20 dopamine potentiation. potentiation, % at 10 µM;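 active = potentiation over 3 SD above the plate norm, cut at about 30% in these data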; also: 0% is about no effect
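Using a no-wash calcium dye in inducible, force-coupled HEK293 Trex cells expressing D2, we tracked fluorescence each second for 180 s after compound, then for 180 s after EC20 dopamine to detect augmented signalling.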
RXFP1 ag: RXFP1 (human) receptor agonism. Potency, µM (top dose mostly 57.5 µM), inactives show at the top dose activation, usual class: activators. HEK293T-RXFP1 cAMP TR-FRET, 30 min; response scale: percent of porcine relaxin response, buffer zero. hit rate 0.3% among 370,000. Q9HBX9; also: potency is read from the fitted curve at half-maximal effect; % is scaled to controls: 0 for no effect and ±100 for the full control effect; nearly all actives have a fitted effect of over 60% in size; many of its hits are not listed in these tables
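Agonist response is measured as cAMP accumulation in an RXFP1-transfected HEK293T line under PDE4 inhibition. Values are scaled between buffer-only and 29 nM porcine relaxin, and EC50s come from standard Hill equation fits.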
LDHA block: LDHA (human) enzyme inhibition. purified LDHA, NADH/diaphorase-resazurin fluorescence; stronger effect = lower value. activity change, % (values are at about 110 or 230 µM). P00338. hit rate 0.15% among 480,000. AID 1347041; in the data active = activity change below about -30%; inconclusive = mostly about -25% to -30%;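 also: plate controls were DMSO wells for no effect and wells without enzyme for full effect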
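Human LDH5 (2 nM) was incubated with 0.06 mM NADH and 0.2 mM pyruvate for 5 min at room temperature in Tris pH 7.4. Remaining NADH was coupled through diaphorase/resazurin, and resorufin fluorescence was read at 0 and 20 min.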
Vif-A3G inh: blocks the Vif interaction with human APOBEC3G; Q9HC16; HeLa A3G-eYFP + Vif (tagged APOBEC3G with the HIV-1 protein that degrades it), YFP fluorescence, overnight; hit rate 0.076% among 410,000; Potency, µM (series often up to 46.1 µM), inactives show at the top dose activity, negative = active, actives largely listed as inhibitors; AID 602310;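 also: potency is read from the fitted curve at half-maximal effect; % is scaled to controls: 0 for no effect and ±100 for the full control effect; nearly all actives have a fitted effect of over 60% in size; hits raise eYFP signal because A3G escapes Vif-driven loss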
Target sequence (Q9HC16 whole entry, looked up): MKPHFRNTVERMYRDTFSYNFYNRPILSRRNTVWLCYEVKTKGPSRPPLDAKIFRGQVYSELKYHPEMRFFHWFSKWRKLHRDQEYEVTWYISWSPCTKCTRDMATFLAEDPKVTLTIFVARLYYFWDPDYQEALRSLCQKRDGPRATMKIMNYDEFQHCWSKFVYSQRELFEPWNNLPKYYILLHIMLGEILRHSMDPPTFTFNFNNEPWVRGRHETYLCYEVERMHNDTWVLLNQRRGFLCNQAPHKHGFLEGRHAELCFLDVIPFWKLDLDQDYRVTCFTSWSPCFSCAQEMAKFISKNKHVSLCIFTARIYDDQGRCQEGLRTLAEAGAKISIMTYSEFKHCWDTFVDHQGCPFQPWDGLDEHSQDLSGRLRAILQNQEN
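Read-out is eYFP fluorescence (Ex 488/Em 500-530) from Vif-expressing HeLa A3G-eYFP cells; more signal means A3G escaped Vif-mediated degradation. Cells plated overnight, compound pinned in, incubated overnight at 37 deg C.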
D1 ag: human D1 receptor agonism | HEK293 T-REx D1 cells, calcium flux, agonist mode | activation, % at 2 µM | hit rate 1% among 360,000; in the data active = activation above about 30%; also: 0% is about no effect
Target sequence (P21728 whole entry, looked up): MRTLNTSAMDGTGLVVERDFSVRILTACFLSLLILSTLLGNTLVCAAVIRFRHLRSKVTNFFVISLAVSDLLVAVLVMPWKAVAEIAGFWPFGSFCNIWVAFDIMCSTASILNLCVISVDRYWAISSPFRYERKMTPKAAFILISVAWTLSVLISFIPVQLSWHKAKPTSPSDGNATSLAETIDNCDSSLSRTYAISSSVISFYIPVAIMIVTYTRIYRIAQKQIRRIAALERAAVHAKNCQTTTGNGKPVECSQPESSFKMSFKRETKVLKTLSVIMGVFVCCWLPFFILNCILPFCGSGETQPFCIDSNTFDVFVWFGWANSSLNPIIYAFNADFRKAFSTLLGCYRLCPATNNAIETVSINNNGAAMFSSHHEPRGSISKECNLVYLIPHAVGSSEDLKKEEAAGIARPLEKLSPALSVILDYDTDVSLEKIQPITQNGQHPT
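Agonism was scored from calcium flux recorded over 180 s (1 read/s) after pintool compound addition, following a 10-cycle baseline. Cells were inducible force-coupled HEK293 TREx D1, plated overnight at 30 C and loaded with no-wash calcium dye.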
D1 PAM: human D1 dopamine receptor positive modulation; potentiation, % at 10 µM; hit rate 0.036% among 360,000; HEK293 TREx D1 cells, calcium flux, dopamine EC20 potentiation; in the data active = potentiation above about 30%; also: 0% is about no effect
D1 antagonist: blocks dopamine activation of the human D1 receptor; activity change, negative = inhibition, % at 10 µM; hit rate 3.2% among 360,000; P21728; AID 504652; HEK293 TREx D1 cells, calcium flux, dopamine EC80; stronger effect = lower value; in the data active = activity change below about -30%; also: % is scaled to controls: 0 for no effect and ±100 for the full control effect
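HEK293 T-REx cells expressing inducible, force-coupled D1 receptor; no-wash Ca dye, 30–90 min RT. Cmpd → 180 s read at 1 Hz → EC80 DA → 180 s read.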
The depositor's hits bear a star; ? = inconclusive; nt = not tested or not shown; & = joins results of further samples. Unless noted, calls follow the shape of the dose curve; as a rule, active = well fitted curve in the direction sought with a large enough effect; inconclusive = small, poorly fitted or top-dose-only effect, or another doubt; inactive = no such curve, though single readings can be large; an effect the other way counts as inactive or inconclusive. Some of the compounds tested; rates above refer to the full screens.

SMILES	Vif-A3F inh	GRP78 ERSR act	D2 PAM	RXFP1 ag	LDHA block	Vif-A3G inh	D1 ag	D1 PAM	D1 antagonist
CCOc1ccccc1N(CC(=O)Nc1ccc(S(=O)(=O)N2CCOCC2)cc1)S(=O)(=O)c1ccccc1	-13%	-1%	11	-1.2%	-13	2%	9	-4	-24
COc1cc(-c2n[nH]c(=S)n2-c2cc(C(F)(F)F)ccc2Cl)cc(OC)c1OC	0%	2%	-8	2.6%	0	-5%	2	1	-9
Cc1cc2nc(/N=C(\N)NC(=O)N3c4ccccc4Sc4ccccc43)nc(C)c2cc1C	3%&4%	-3%&0%	-3	1.4%	0&-8	0%&0%	0	-1	1
COc1ccc(CNCCCSc2ncccn2)cc1OC	-8%	-5%	-8	1.2%	-3	4%	6	-2	8
CCOc1ccccc1NC(=O)CSCC(=O)Nc1ccccc1	-5%	-4%	-28	-1.4%	-7	0%	-1	-1	-2
O=C(Nc1ccccc1)c1nc[nH]c1C(=O)NCCNC(=O)c1[nH]cnc1C(=O)Nc1ccccc1	?	-9%	nt	nt	-3	?	nt	nt	nt
CCOC(=O)C1=CN(Cc2ccco2)S(=O)(=O)N(CC)C1c1ccc(F)c(Cl)c1 (stereo not given)	0%	-3%	nt	nt	-4	-1%	nt	nt	nt
COc1ccc(NC2=NC(=S)N(c3ccc(C)cc3)C23CCCCC3)cc1	2%	0%	nt	0.9%	-15	-1%	nt	nt	nt
CCOc1ccccc1NC(=O)Nc1cc(S(=O)(=O)N(C)C)ccc1C	7%	-7%	nt	0.3%	-2	-1%	-1	-2	-7
Nc1cc(N)nc(SCC(=O)N2CCN(S(=O)(=O)c3ccccc3)CC2)n1	1%	-7%	nt	-0.6%	-5	2%	4	-5	-3
Cc1cc(C(F)(F)F)n2ncc(-c3ccccc3)c2n1	-6%	2%	1	1.3%	0	0%	0	2	7
COc1ccccc1Nc1nc2cc(C)ccc2cc1C#N	-37%	-3%	1	?	-1	-4%	1	-3	-20
CCNc1nc(NCC)n2c(SCC(=O)Nc3ccccc3OC(F)F)nnc2n1	-11%	-5%	nt	nt	-9	-2%	nt	nt	nt
Cc1c2cnn(CC(=O)N3CCN(c4ccc(F)cc4)CC3)c(=O)c2c(C)n1Cc1ccccc1F	3%	-4%	-2	-5.1%	4	7%	11	-4	-8
COc1ccc(-c2nnc(SCC(=O)N3CCOCC3)o2)cc1	-12%	-1%	12	1.5%	-6	2%	1	-3	-3
CN(C)N1C(N)=C(C#N)C(c2ccccc2)C2=C1CCCC2=O (stereo not given)	-3%	-2%	-7	0.1%	-6	-1%	3	-8	2
Cc1[nH]c2ccccc2c1C(=O)COC(=O)c1cccc(S(=O)(=O)N2CCCCC2)c1	6%	-2%	1	4.6%	-5	4%	2	4	13
COCC(=O)N(Cc1cc2cc(OC)ccc2[nH]c1=O)c1ccccc1OC	-1%	-1%	5	-0.1%	3	0%	1	-1	4
COC(=O)c1sccc1NC(=S)N1CCCCC1	-10%	-3%	22	-0.4%	-7	-4%	-1	0	2
COc1ccc(Oc2cccc(Cl)c2CNC(=O)CCC(=O)O)cc1	-4%	-2%	8	-0.4%	-1	0%	1	0	13
COc1ccc(CCNC(=O)CCCn2c(=O)c3ccccc3n(Cc3ccccc3C#N)c2=O)cc1OC	-7%	-2%	16	-1.0%	-1	-2%	1	0	9
COC(=O)CCN(C(=O)c1ccc(N2CCCCC2)c([N+](=O)[O-])c1)c1ccccn1	9%	3%	-3	2.0%	-2	-1%	2	8	-17
COc1cccc(CN2CC(C(=O)NCCc3cn4cccnc4n3)CCC2=O)c1 (stereo not given)	0%	-2%	nt	nt	0	6%	nt	nt	nt
COc1ccc(-c2[nH]ncc2Oc2ccccc2OC)c(O)c1	0%	2%	6	-0.3%	7	-7%	5	2	-24
CCOC(=O)c1ccc(N=Cc2c(O)c3ccccc3oc2=O)cc1	4%	-3%	0	8.1%	-12	0%	1	-5	3
Cc1ccnc(NC(=O)CSc2nnc3c(n2)[nH]c2ccccc23)c1	nt	nt	-7	1.5%	nt	nt	0	-3	13
CCCCN(C(=O)CSCC(=O)Nc1cccc(C)c1)c1c(N)n(CCCC)c(=O)[nH]c1=O	-2%	-4%	-20	0.4%	-6	1%	1	0	20
Cc1c(-n2cc(C(=O)c3cc(F)ccc3O)cc(C#N)c2=O)c(=O)n(-c2ccccc2)n1C	3%	-2%	nt	0.8%	-2	-6%	15	3	-2
CC(C)c1ccc(N(CC(=O)NC2CCCCC2)C(=O)CCC(=O)Nc2ccccn2)cc1	5%	1%	10	-4.2%	-8	-3%	1	-3	15
Cc1cc(C)nc(SCC(=O)OCC(=O)Nc2ccccc2)n1	5%	-5%	nt	0.2%	-3	4%	1	-9	6
COc1ccc(CC2(CO)CCN(S(=O)(=O)c3sccc3C)CC2)cc1	6%	2%	-5	-0.7%	2	5%	32*	-6	-14
O=C(NC(CSC(=O)c1ccccc1)C(=O)O)OCc1ccccc1 (stereo not given)	1%	1%	nt	nt	-8	0%	nt	nt	nt
Cc1cc(C)c2c(-n3cccc3)nn(C)c2n1	-2%	-6%	6	-1.3%	1	1%	1	-4	-1
COC(=O)c1ccc(N2NC(=O)/C(=C/c3ccc(OC)c(OC)c3)C2=O)cc1	-1%	-4%	0	-4.2%	-4	1%	-1	-8	14
CCn1ncc(CN2CCC(Oc3cc(C(=O)NC4CC4)ccc3OC)CC2)c1C	-11%	-2%	-10	-0.3%	1	0%	2	-3	-3
CCOC(=O)c1ccc(N2C(=O)c3n[nH]c(C)c3C2c2ccccc2)cc1 (stereo not given)	1%	0%	0	1.1%	2&1	-1%	0	1	2
CCCNC(=O)c1ccccc1NC(=O)c1ccccc1N(C)S(C)(=O)=O	9%	-3%	12	2.1%	-3	0%	7	-18	1
CCN1CCN(CCCNC(=O)CNC(=O)c2nn(-c3ccc(OC)cc3OC)c(=O)c3ccccc23)CC1	1%	-5%	1	3.8%	-3	2%	1	-2	-12
CC(C)CC(=O)c1c[nH]c(C(=O)NCc2ccc(F)cc2)c1	3%	-3%	-1	-0.7%	-1	1%	3	-8	13
O=C(c1cc(-c2cccc(Cl)c2)nc2ccccc12)N1CCN(c2ccccn2)CC1	-7%	-1%	12	0.4%	-6	-7%	2	-2	-1
COc1c(/C=N/NC(=O)[C@H]2C[C@@H]2c2ccccc2)c(CCN(C)C(C)=O)cc2c1OCO2	11%	-1%	-9	1.8%	9	-6%	0	7	0
CCc1sc(C(=O)NC2CCN(C)CC2)cc1Br	0%	-2%	nt	-0.3%	-2	-2%	36*	-10	-19
c1ccc2c(c1)ncc1nncn12	-11%	0%	-4	14%	-21	1%	-1	1	0
O=C(NCc1csc(-c2cccs2)n1)Nc1ccc(F)cc1F	-4%	1%	-20	3.5%	-10	3%	0	-2	-27
CCCCC(=O)Nc1cccc(-c2ccc3nncn3n2)c1	10%	0%	nt	5.0%	-4	-4%	1	-2	-16
c1ccc(-c2nnc(SCc3nc4ccccc4[nH]3)n2Cc2ccco2)cc1	-3%	-5%	1	-1.5%	-8	-2%	5	-2	3
CC(NC(=O)c1ccc2c(c1)N(Cc1ccc(Cl)cc1)C(=O)CS2)c1ccccc1 (stereo not given)	-4%	-4%	6	0.3%	0	-3%	6	0	-4
O=C1C(=O)N(CCCN2CCOCC2)C(c2cccs2)/C1=C(/O)c1ccc2c(c1)OCO2 (stereo not given)	nt	nt	3	11%	nt	nt	1	-6	7

Some of these compounds in order of length of the SMILES, ascending:
SMILES	Vif-A3F inh	GRP78 ERSR act	D2 PAM	RXFP1 ag	LDHA block	Vif-A3G inh	D1 ag	D1 PAM	D1 antagonist
c1ccc2c(c1)ncc1nncn12	-11%	0%	-4	14%	-21	1%	-1	1	0
COC(=O)c1sccc1NC(=S)N1CCCCC1	-10%	-3%	22	-0.4%	-7	-4%	-1	0	2
CCOc1ccccc1NC(=O)CSCC(=O)Nc1ccccc1	-5%	-4%	-28	-1.4%	-7	0%	-1	-1	-2
O=C(NCc1csc(-c2cccs2)n1)Nc1ccc(F)cc1F	-4%	1%	-20	3.5%	-10	3%	0	-2	-27
O=C(NC(CSC(=O)c1ccccc1)C(=O)O)OCc1ccccc1 (stereo not given)	1%	1%	nt	nt	-8	0%	nt	nt	nt
CC(C)CC(=O)c1c[nH]c(C(=O)NCc2ccc(F)cc2)c1	3%	-3%	-1	-0.7%	-1	1%	3	-8	13
COCC(=O)N(Cc1cc2cc(OC)ccc2[nH]c1=O)c1ccccc1OC	-1%	-1%	5	-0.1%	3	0%	1	-1	4
c1ccc(-c2nnc(SCc3nc4ccccc4[nH]3)n2Cc2ccco2)cc1	-3%	-5%	1	-1.5%	-8	-2%	5	-2	3
O=C(c1cc(-c2cccc(Cl)c2)nc2ccccc12)N1CCN(c2ccccn2)CC1	-7%	-1%	12	0.4%	-6	-7%	2	-2	-1
Cc1c(-n2cc(C(=O)c3cc(F)ccc3O)cc(C#N)c2=O)c(=O)n(-c2ccccc2)n1C	3%	-2%	nt	0.8%	-2	-6%	15	3	-2

(continued)
SMILES	Vif-A3F inh	GRP78 ERSR act	D2 PAM	RXFP1 ag	LDHA block	Vif-A3G inh	D1 ag	D1 PAM	D1 antagonist
CC1(C)C(C=C(Cl)Cl)C1C(=O)Nc1ccc([N+](=O)[O-])cc1 (stereo not given)	-1%	4%	-3	-1.5%	-2	-13%	6	-7	-31*
O=C(Nc1cccc(C(F)(F)F)c1)Nc1nnc(N2CCCCCC2)s1	-5%	-2%	nt	-3.7%	-10	-4%	1	-2	-1
C[C@@H]1CC=C[C@H]2[C@H]1C(=O)N(Cc1ccccc1)[C@H]2c1ccc(F)c(Br)c1	nt	nt	1	0.0%	nt	nt	6	-6	15
C[C@@H]1CC=C[C@@H]2[C@H]1C(=O)N(Cc1ccccc1)[C@H]2c1cccc(Br)c1	9%	-2%&-4%	nt	nt	-3	-5%	nt	nt	nt
COc1ccc(CCCC(=O)NCc2ccccc2)cc1C	?	-6%	9	-1.4%	-4	?	0	7	12

Bioassay records from PubChem.
